Compound activity: PubChem BioAssay, Broad Institute
PAX8 inh HTS = inhibitors of PAX8-driven TPO luciferase reporter, primary screen, RMG-I cells, single concentration. SteadyGlo, 24 h. inhibition, % at 12.6 µM. hit rate 1.2% among 360,000;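 active = mean replicate inhibition at least 60% with every replicate also reaching 60%; inconclusive = only one of the two criteria is met; inactive = mean below 60% and not all replicates reaching 60%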;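 note: luciferase light reporting Pax8 driven TPO promoter activity; plate controls were median of neutral control wells for no effect and mitoxantrone controls for full effect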
FN deposition inh = inhibitors of fibronectin matrix deposition, primary screen, AH1F cells, Alexa488-fibronectin fluorescence, plate reader; AH1F fibroblasts, overnight; inhibition, % at 12.6 µM; hit rate 0.086% among 350,000; AID 743247, 2014;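 active = mean inhibition across replicates of 30% or more, regardless of how many single replicates reach that level; inconclusive = mean under 30% yet at least half of replicates reach 30%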;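 note: positive control wells lacked labelled fibronectin entirely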
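material = AH1F fibroblast monolayer depositing Alexa488-labelled fibronectin into matrix | amount = 10000 AH1F cells/well | buffer or medium = DMEM plus 2% serum, read in PBS | incubation = 1 h cell adhesion before compound, then overnight fibronectin incubation | detection = fluorescence at 485 nm excitation, 525 nm emission | evaluation = percent inhibition as loss of matrix-bound fibronectin fluorescence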
Casp6 inh = human caspase-6 inhibitors, primary screen, biochemical, VEID-R110 fluorescence, single point, set 2; P55212; purified caspase-6, Z-VEID-R110 cleavage fluorescence; inhibition, % at 12.5 µM; hit rate 0.53% among 350,000; AID 686996, 2013;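 active = mean inhibition across replicates at least about 35%, with every replicate also reaching that limit, limit read from the data; inconclusive = only one of the two criteria met; inactive = neither criterion met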;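 note: 0% = median of neutral control wells and 100% = no fluorescence left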
Target sequence (P55212 24-179 limits assumed): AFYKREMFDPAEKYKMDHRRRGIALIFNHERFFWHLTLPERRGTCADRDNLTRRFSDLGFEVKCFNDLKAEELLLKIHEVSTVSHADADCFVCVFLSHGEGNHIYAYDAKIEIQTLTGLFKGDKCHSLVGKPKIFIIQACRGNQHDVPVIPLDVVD
Target sequence (P55212 194-293 limits assumed): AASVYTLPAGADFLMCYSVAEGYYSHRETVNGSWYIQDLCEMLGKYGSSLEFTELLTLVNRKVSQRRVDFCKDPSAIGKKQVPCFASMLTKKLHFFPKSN
LGR2 inh = inhibitors of bursicon-induced LGR2 CRE-luciferase signal, primary screen, cell-based, HEK293, CRE-luciferase reporter, bursicon stimulation | AID 720647, 2013 | Drosophila bursicon receptor LGR2 (rickets) | bursicon-stimulated, 4 h | inhibition, % at 9.99 µM | hit rate 0.35% among 380,000;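 active = drop in luminescence signal, shown as inhibition above about 50% in the replicate tests, limit read from the data, passing the limit was not always enough; inconclusive = probably only some replicates passing the limit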;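 note: agonist challenge used bursicon conditioned medium at about half maximal strength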
PGC1a acetyl inh = inhibitors of PGC1a acetylation signal, primary screen, cell-based, U2OS, AlphaScreen, inhibitor mode; AlphaScreen anti-acetyl-lysine; with virally co-expressed GCN5 acetyltransferase; inhibition, % at 15.6 µM; hit rate 0.17% among 350,000; AID 651687, 2012;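 active = every replicate shows inhibition of at least 40%; inconclusive = mean inhibition at least 40% but some replicate below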;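 note: 0% = neutral control wells and 100% = positive control wells; some results beyond the cut were filed as inactive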
EWS-Fli block = EWS/Fli-driven NR0B1 reporter inhibitors, primary screen, A673 cells, NR0B1 luciferase, luminescence, MLPCN library. AID 651661, 2012. hit rate 0.67% among 350,000. viability-normalised. inhibition, % at 12.6 µM;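 active = mean inhibition of at least 50% after viability correction, with every replicate also passing that limit; inconclusive = mean reaches 50% but only one of two replicates passes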;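 note: firefly luciferase signal divided by Alamar Blue viability fluorescence both relative to DMSO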
Cneo AK release = Cryptococcus neoformans cell lysis inducers, primary screen, AK release luminescence, single concentration; AID 651654, 2012; C. neoformans lysis, adenylate kinase release luminescence, 4 h; normalised: neutral wells 0, clomiphene wells 100; hit rate 0.2% among 360,000; lysis activity, % at 15 µM;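 active = mean lysis activity across replicates of at least 80%, whatever share of replicates individually reach that level; inactive = mean lysis activity below 80%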
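read-out = cell lysis signal | test system = log-phase Cryptococcus neoformans yeast cells | input = cells at 5 × 10^6 per mL | medium = fresh YPD growth medium | signal = luminescent adenylate kinase detection reagent | timing = 4 h at 37 °C static, read 1 h later | dosing = single dose | controls = Clomiphene as positive lysis control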
miR122 inh = miR-122 Renilla sensor signal increase in Huh7, primary screen, miR-122 inhibitor project, cell-based, single point, plate reader | hit rate 0.3% among 340,000 | AID 602342, 2012 | activation (reporter increase), % at 12.5 µM | Huh7 miR-122 Renilla luciferase sensor, 48 h; neutral wells = 0, positive control = 100;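 active = mean replicate activation score at least 90 and every replicate individually at or above 90; inconclusive = only one of the two criteria met; inactive = neither criterion met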;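 note: higher luciferase means less miR-122 activity so hits act as miR-122 inhibitors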
Numbers without * were called inactive; ? = inconclusive; · = not tested or not shown; & = joins results of further samples; [ ] = dose if it differs, or a comment.

Molecule	PAX8 inh HTS	FN deposition inh	Casp6 inh	LGR2 inh	PGC1a acetyl inh	EWS-Fli block	Cneo AK release	miR122 inh
Cc1cccn2c(=O)c3cc(C(=O)NC4CCCC4)c(=N)n(C4CCCCC4)c3nc12	-20.6	-0.7	-1.3	-12.6	12.4	2.3	5.1	0.2
COc1ccc(Br)c(C(=O)OCC(=O)N2CCC(Cc3ccccc3)CC2)c1	7.4	0.7	-3.1	12.7	5.3	-2.7	-1.1	1.4
CCN(CCNC(=O)c1cccc(N2CCCC2=O)c1)c1ccccc1	-22.4	18.4	·	·	-6.3	·	-0.5	0.9
COc1ccc(C(=O)Nc2nc(-c3ccccn3)cs2)cc1S(=O)(=O)N1CCOCC1	22.6	2.8	0.0	22.5	17.7	9.1	6.3	10.9
COc1ccc(CNc2nc3ccc(C)cc3s2)c(OC)c1OC	4.5	-16.8	1.9	-18.8	-32.7	-19.3	-0.3	-0.3
CC(Sc1nc(N2CCOCC2)c2c(c1C#N)CC(C)(C)OC2)C(=O)Nc1ccccc1 (configuration not stated)	12.3	-2.1	-2.4	1.9	-16.9	·	·	6.7
NC(=O)c1nsc(C(=O)N(c2ccccc2)C(C(=O)NCC2CCCO2)c2ccc3ncccc3c2)c1N (configuration not stated)	21.4	-1.1	1.7	6.2	11.6	-1.3	0.4	-3.6
CN(CC(=O)Nc1cccnc1)S(=O)(=O)c1cc(Cl)ccc1Cl	·	·	-2.4	0.2	1.4	6.3	0.3	-6.2
O=c1[nH]nc(Sc2ccccc2)c(=S)[nH]1	-0.4	·	·	-7.4	·	4.0	4.7	·
COc1ccccc1NC(=O)CN1CCCCCC1	6.1	7.8	-1.4	18.4	·	-2.9	-0.6	1.5
O=C(Nc1ccc(F)cc1)N[C@H]1CC[C@H](CCNC(=O)c2ccccc2F)O[C@@H]1CO	·	·	1.7	22.0	-0.7	-7.4	·	·
CCc1ccccc1NC(=O)Nc1cccn(Cc2ccc(F)cc2)c1=O	6.3	·	11.6	2.3	·	2.8	·	·
O=C(Nc1cccc2ccccc12)c1csc([C@@H]2C[C@H](O)[C@@H](CO)O2)n1	0.6	0.1	2.4	-1.2	3.6	-18.0	3.8	-1.7
Cc1ccc2nc3c(c(Nc4ccc5c(c4)OCCO5)c2c1)CCC3	5.6	-1.5	-0.1	?	·	0.6	3.2	7.7
CCC1CCCCN1CCCNC(=O)C1CC(=O)N(CCc2ccccc2)C1 (configuration not stated)	1.1	4.0	-70.7	17.6	-8.6	8.8	0.3	5.3
Cc1ccc2nc(SCC3CCCCO3)[nH]c2c1 (configuration not stated)	-13.5	-6.1	-2.1	10.5	-7.0	27.5	·	-4.1
O=C(NC1CCCC1)C(c1ccccc1)n1c(Cc2cc(F)cc(F)c2)nc2ccccc21 (configuration not stated)	-37.6	-6.7	-1.2	13.3	·	2.9	·	·
CN(C)C(CNc1ccc(C(F)(F)F)cc1[N+](=O)[O-])c1ccccc1 (configuration not stated)	8.8	1.5	-4.5	-5.1	·	6.7	-0.9	-3.9
CC(C)(C)OC(=O)N1CCCC(C(=O)Nc2cccc(C(=O)NC3CC3)c2)C1 (configuration not stated)	-2.8	-6.5	0.2	2.0	1.2	0.4	2.9	-2.5
Cc1ccc(NC(=O)C(=O)NCc2ccccn2)cc1	-106.2	-2.0	-1.6	-17.3	·	3.1	·	·
CCC1CCCCN1C(=O)COC(=O)c1cc(=O)[nH]c2ccccc12 (configuration not stated)	4.8	1.8	0.4	3.6	·	-4.6	0.2	·
Cc1nc(NCCc2ccccc2)sc1C(=O)O	-12.2	-1.6	-0.3	-5.7	0.6	-22.0	2.3	-2.8
C[C@@H]1CN([C@H](C)CO)C(=O)c2c(c3ccccc3n2C)-c2ccccc2CO[C@@H]1CN(C)C(=O)Nc1ccnc(N2CCOCC2)c1	8.0	3.9	-1.3	0.7	·	6.8	·	·
CO[C@@H]1CN(C)C(=O)c2cc(NC(=O)C3CCOCC3)ccc2OC[C@H](C)N(CC2CC2)C[C@@H]1C	-8.5	-2.4	-0.7	10.8	5.6	4.3	-0.6	·
CCCN(C)C[C@H]1Oc2ncc(C#CC3CCCCC3)cc2C(=O)N([C@H](C)CO)C[C@@H]1C	·	5.5	-3.6	-7.5	-3.9	9.3	42.7	-21.4[16.7 µM]
COC(=O)c1cc(=O)n(Cc2ccc(F)cc2)c(=Nc2ccccc2)s1	3.7	-1.3	-1.7	24.0	·	21.2	·	2.0
O=C(C[C@H]1C=C[C@H](NC(=O)c2ccccc2)[C@H](CO)O1)NCCc1ccncc1	2.0	1.6	41.0*	8.5	-2.4	-3.0	-1.4	·
CN1C(=O)c2cc(NC(=O)c3cccc(F)c3)ccc2OC[C@@H]2O[C@H](CC(=O)NCc3ccccc3)CC[C@@H]21	38.1	11.4	·	13.6	-6.4	5.5	-4.7	29.2[16.7 µM]
NS(=O)(=O)c1ccc(N/N=C/c2ccc(O)c(O)c2O)c([N+](=O)[O-])c1	24.4	10.7	68.2*	10.3	4.9	-24.4	1.7	-10.5
Cc1cc(NC(=O)CSc2nnc(-c3ccccc3Cl)o2)no1	-80.7	-1.6	1.7	-7.4	·	-5.5	0.6	·
Oc1ccc(Cl)cc1-c1cc(-c2cccc(Br)c2)n[nH]1	·	-2.4	·	·	-7.0	·	-0.3	28.9
O=C(CSc1nc2c(sc3ccccc32)c(=O)n1CCCN1CCOCC1)NCC1CCCO1 (configuration not stated)	15.9	-17.8	-1.6	35.2	1.5	9.3	3.3	0.5
O=c1c2ccccc2nc2n1CCO2	1.6	-2.9	2.6	0.8	-1.7	4.8	-0.2	-5.4
O=C(CSc1nncn1-c1ccccc1)Nc1ccccc1	8.2	0.4	-2.0	-2.2	-2.0	-15.4	-0.4	3.4
COc1ccc(C2CC(C(F)(F)F)n3ncc(C(=O)Nc4cccc(O)c4)c3N2)cc1OC (configuration not stated)	2.7	9.2	·	·	-9.5	·	-1.5	-15.5
CCOC(=O)c1cccc(NS(=O)(=O)Cc2ccccc2)c1	-4.0	-24.8	7.1	-6.0	10.9	-3.0	·	-3.2
CCCNC(=O)Nc1ccccc1SC	4.5	-17.0	3.0	3.9	·	-7.8	·	·
O=C1c2ccccc2S(=O)(=O)c2cc(C(=O)N(c3ccccn3)c3ccccn3)ccc21	·	·	·	-1.4	5.3	·	-1.0	1.5
COc1cc(NC(=O)c2ccc(CNc3c(N4CCOCC4)c(=O)c3=O)cc2)cc(OC)c1	2.2	-5.8	2.4	24.4	2.0	-14.6	4.2	10.9
COc1ccc(C(=O)NCc2nnc(SCC(=O)c3ccccc3)n2C)cc1	16.3	·	1.7	-7.7	1.3	-3.2	·	·
C[C@H]1CN([C@@H](C)CO)C(=O)c2cc(NS(C)(=O)=O)ccc2O[C@H]1CN(C)Cc1ccc(Oc2ccccc2)cc1	9.1	-6.5	-0.9	-6.9	2.8	2.9	-0.4	4.1[16.7 µM]
O=C(NCc1cccs1)C(=O)NCC1OCCCN1S(=O)(=O)c1ccc(F)cc1 (configuration not stated)	1.1	-2.7	0.2	·	·	-10.5	·	·
Cc1nc2ccc(S(=O)(=O)NC(C(=O)NCc3cccs3)C(C)C)cc2s1 (configuration not stated)	15.7	1.4	2.5	13.7	-2.5	0.5	3.3	-0.5
CCOC(=O)N1CCC(NS(=O)(=O)c2cc(Br)cc3c2N(C(=O)CC)CC3)CC1	·	12.7	·	·	-15.4	·	-0.2	48.9
COc1ccccc1/C=C/c1nc2ccc(OC(C)=O)cc2c(=O)o1	26.2	-0.1	2.6	-0.6	?	-3.4	1.6	2.9
C=CCN(c1ccccc1)S(=O)(=O)c1cc(C(=O)NC2=NCCS2)ccc1Cl	-1.0	6.0	-3.0	-26.9	·	-1.9	-0.7	35.8
CN(C)CCc1cc2c(c3c1ccc1ccccc13)OCO2	15.3	7.9	-18.5	21.1	-4.1	-25.7	-2.4	-4.3
CCOC(=O)[C@@H]1CSCCS(=O)(=O)N1	-11.9	0.3	4.2	-2.8	2.9	-6.0	0.6	-0.6
CS(=O)(=O)N(CC(=O)Nc1ccc(Br)cc1)C1CCCCC1	38.0	-7.2	0.8	0.3	6.3	1.8	2.2	42.7
Cc1ccc(-n2c(SCC(=O)OC(C)C)nnc2-c2cnccn2)cc1	12.5	3.7	·	·	-1.2	·	-1.6	-4.8

The list continues.
Molecule	PAX8 inh HTS	FN deposition inh	Casp6 inh	LGR2 inh	PGC1a acetyl inh	EWS-Fli block	Cneo AK release	miR122 inh
CS(=O)(=O)Nc1ccc(-c2cccc3nccn23)cc1	-24.1	-6.0	0.6	5.9	·	1.8	1.6	·
O=C1N=c2ccccc2=C1c1c(O)n(-c2cccc(F)c2)[nH]c1=O	-2.5	8.7	3.9	-8.8	-5.6	8.2	·	-5.9
Cc1cc(=O)oc2cc(OCC(=O)N(C)C3CCS(=O)(=O)C3)c(Cl)cc12 (configuration not stated)	-4.4	-17.4	-1.4	1.6	3.0	·	6.3	-2.4
Nc1ncnc2c1ncn2[C@@H]1O[C@H](C(=O)NCc2ccc3c(c2)OCO3)[C@@H](O)[C@H]1O	-18.0	-4.7	0.5	-7.5	-13.6	7.3	-0.2	2.7
CCCN(C)C[C@@H]1Oc2ncc(Br)cc2C(=O)N([C@@H](C)CO)C[C@H]1C	-4.3	-0.8&4.1	-1.7&-2.3	19.6	10.9&-8.3	13.1&-4.1	-0.7&-9.2	-6.2
C[C@@H]1CN([C@H](C)CO)C(=O)c2cccc(NS(=O)(=O)c3ccc(F)cc3)c2O[C@H]1CN(C)S(=O)(=O)c1ccc(Cl)cc1	·	·	-3.3	-4.4	-3.1	-13.1	-1.0	0.3[16.7 µM]
O=C(COC(=O)CCc1nc2ccccc2c(=O)[nH]1)NCc1ccc(F)cc1	-9.9	0.7	-0.3	6.1	9.6	2.6	0.8	-4.5
CCOC(=O)C1CCN(c2c(N3CCN(Cc4ccccc4)CC3)c(=O)c2=O)CC1	10.8	-11.8	-0.1	-10.2	-6.5	-2.0	1.9	-3.2
Cc1cn([C@H]2C[C@H](O)[C@@H](/C=C/C(=O)NCCC(c3ccccc3)c3ccccc3)O2)c(=O)[nH]c1=O	-3.9	1.6	3.1	-5.8	-6.5	-37.7	-0.4	-1.5

Outcome played no part in choosing rows; any-hit rate near 2.5%.
